# EPAC1 agonist: agonists of human EPAC1; O95398; EPAC1 agonist qHTS, biochemical assay; response scale: 100% = response to 6.5 mM cAMP; Potency, µM (top dose mostly 154 µM), for inactives: at the highest dose activation, usual class: activators; actives 0.073% (n = 360,000); AID 720707; also: potency is read from the fitted curve at half-maximal effect; nearly all actives have a fitted effect of over 60% in size
#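 Fluorescent GDP-exchange assay: 100 nM EPAC1 with 250 nM Rap1B preloaded with BODIPY-GDP and 50 uM GDP; compounds tested as concentration series, 5 min at room temperature, then read every 5 min for 30 min (ex 480/em 540 nm); normalized to 6.5 mM cAMP.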
# WRN helicase inh: inhibitors of human WRN helicase; Potency, µM (series often up to 114 µM), without a hit: at the highest dose activity change, negative = inhibition, hits mostly inhibitors; actives 0.46% (n = 360,000); AID 651768; WRN helicase unwinding, fluorescent forked duplex, kinetic; Q14191; also: potency is read from the fitted curve at half-maximal effect; % is scaled to controls: 0 for no effect and ±100 for the full control effect; nearly all actives have a fitted effect of over 55% in size
#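 Kinetic red-fluorescence monitoring (525/598 nm) tracks WRN helicase activity after 100 nM fluorophore-quencher forked duplex and 2 mM ATP are added to 20 nM enzyme pretreated 15 min at room temperature with compound.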
# FUS yeast rescue: suppressors of FUS proteinopathy in yeast. actives 0.24% (n = 390,000). S. cerevisiae FUS-expressing, growth rescue, OD600, 24 h. Potency, µM (series often up to 76.6 µM), for inactives: top-dose growth rescue (activation), hits mostly activators. AID 1347120;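 also: potency is read from the fitted curve at half-maximal effect; plate controls were DMSO vehicle for no effect and reference control for full effect; nearly all actives have a fitted effect of over 55% in size; some results filed as inactive show a strong effect at the top dose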
#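 Absorbance at 600 nm, taken 24hr after compound addition, measured rescue of FUS-yeast growth at 30C. Induction used 2% galactose with seeding at OD 0.005. Controls: CP55940 from 92uM final, DMSO only.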
# EPAC1 antag: blocks human EPAC1 exchange factor. actives 0.14% (n = 360,000). O95398. Potency, µM (doses to about 115 µM), inactives show at the top dose activity change, negative = inhibition, actives largely listed as inhibitors. EPAC1 GEF assay, Rap1b-BODIPY-GDP exchange fluorescence;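 also: potency is read from the fitted curve at half-maximal effect; plate controls were vehicle for no effect and positive control for full effect; nearly all actives have a fitted effect of over 50% in size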
# PI5P4Ka inh: PI5P4K alpha (human) kinase inhibition; P48426; PI5P4Kalpha enzyme, ADP-Glo luminescence, 60 min; stronger effect = lower value; max response, %; actives 1.2% (n = 330,000); AID 652105; active = max response of -50% or lower; inconclusive = between -30% and -50%; inactive = -30% or higher; also: value at the top dose of about 77 µM; % is scaled to controls: 0 for no effect and ±100 for the full control effect
# Target sequence (P48426 whole entry, looked up): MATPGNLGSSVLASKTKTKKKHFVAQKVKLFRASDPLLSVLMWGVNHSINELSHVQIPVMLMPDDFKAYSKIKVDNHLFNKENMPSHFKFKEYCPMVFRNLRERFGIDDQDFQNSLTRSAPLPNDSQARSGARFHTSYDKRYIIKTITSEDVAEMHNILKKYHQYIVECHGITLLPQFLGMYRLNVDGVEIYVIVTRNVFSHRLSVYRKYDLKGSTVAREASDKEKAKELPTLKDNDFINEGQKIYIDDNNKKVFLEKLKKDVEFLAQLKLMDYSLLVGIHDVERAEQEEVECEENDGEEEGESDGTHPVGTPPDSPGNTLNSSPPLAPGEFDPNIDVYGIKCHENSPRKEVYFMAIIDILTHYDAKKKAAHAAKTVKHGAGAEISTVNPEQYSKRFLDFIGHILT
#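 Enzyme plus substrate dispensed, test compounds pinned in, then ATP (5 microM final) added. After 60 min at RT, ADP-Glo reagent 1 for 45 min and reagent 2 for 30 min preceded luminescence imaging.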
# PLK1 PBD block: inhibitors of human PLK1 polo-box domain binding; P53350; Plk1 PBD binding of FITC phosphopeptide, fluorescence polarization; actives 2.8% (n = 360,000); Potency, µM, inactives show max response, negative = inhibition, hits mostly inhibitors; AID 720504; also: potency is read from the fitted curve at half-maximal effect; series mostly up to about 57 µM; % is scaled to controls: 0 for no effect and ±100 for the full control effect; nearly all actives have a fitted effect of over 65% in size
# Target sequence (P53350 whole entry, looked up, the tested form may be a part): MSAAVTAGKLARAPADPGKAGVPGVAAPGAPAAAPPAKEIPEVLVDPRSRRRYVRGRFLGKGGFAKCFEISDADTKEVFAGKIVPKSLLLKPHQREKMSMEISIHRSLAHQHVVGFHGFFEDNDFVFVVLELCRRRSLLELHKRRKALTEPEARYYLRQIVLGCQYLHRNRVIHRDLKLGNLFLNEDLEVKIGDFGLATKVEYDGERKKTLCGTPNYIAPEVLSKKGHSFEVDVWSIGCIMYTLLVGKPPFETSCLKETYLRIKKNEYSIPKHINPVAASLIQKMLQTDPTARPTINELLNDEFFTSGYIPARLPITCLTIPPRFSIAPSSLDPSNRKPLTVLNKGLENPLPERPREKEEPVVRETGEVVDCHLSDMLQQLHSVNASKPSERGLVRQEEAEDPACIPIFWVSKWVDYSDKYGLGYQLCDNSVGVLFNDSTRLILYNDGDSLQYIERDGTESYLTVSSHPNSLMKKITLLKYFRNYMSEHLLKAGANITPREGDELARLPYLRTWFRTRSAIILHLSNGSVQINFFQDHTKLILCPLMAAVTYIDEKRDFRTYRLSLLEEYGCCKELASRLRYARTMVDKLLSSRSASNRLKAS
# Abeta rescue: compounds reversing amyloid beta toxicity in yeast; yeast expressing A-beta42, growth rescue, OD600, 48 h; response scale: 0% DMSO, 100% iron-clioquinol control; Potency, µM (top dose mostly 46.1 µM), for the others: top-dose growth rescue, actives largely listed as activators; actives 0.063% (n = 410,000); also: potency is read from the fitted curve at half-maximal effect; nearly all actives have a fitted effect of over 55% in size
#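 Growth rescue measured by 600 nm absorbance after 48 h yeast culture at 30 C with compound. Values normalized between DMSO and an equimolar ferric chloride plus clioquinol control.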
# IL-2 act: IL-2 activation | actives 0.065% (n = 360,000) | activation, % (series mostly up to about 46 µM) | IL-2 activation reporter assay, cell-based qHTS; stimulated with anti-CD3/CD4/CD28 beads; in transgenic mouse T cells; in the data active = activation above about 50%; inconclusive = mostly about 30% to 49%; also: 0% is about no effect
#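 Readout: EGFP and DsRed signals by fluorescent plate cytometry. Unstimulated transgenic mouse T cells received compound 60 min before antibody-bead stimulation, then incubated 18 h at 37 degrees C.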
# Numbers without * were called inactive; ? = inconclusive; / = no result given; [ ] = dose if it differs, or a comment. Unless noted, calls follow the shape of the dose curve; as a rule, active = well fitted curve in the direction sought with a large enough effect; inconclusive = small, poorly fitted or top-dose-only effect, or another doubt; inactive = no such curve, though single readings can be large; an effect the other way counts as inactive or inconclusive.
1) CSc1nc(N)nc2c1ncn2CC(=O)NCC1CCCO1 (centres undefined)
2) Cc1cccc(Oc2nc(CN3CCOCC3)nc3sc4c(c23)CCCC4)c1
3) COc1cccc(/C=N/NC(=O)c2ccc3nc[nH]c3c2)c1O
4) COc1ccc(C(C(=O)NC2CCCCC2)N(C(=O)c2ccco2)c2ccc(-n3cnnn3)c(C)c2)cc1 (centres undefined)
5) COc1ccc(S(=O)(=O)NCCc2nnc3ccc(SCc4cccnc4)nn23)cc1
6) CCC(=O)NCCc1nc2ccccc2n1CC(=O)c1ccccc1
7) CCn1c2ccccc2c2cc(NC(=O)CSc3nnc(-c4ccc(OC)c(OC)c4)n3N)ccc21
8) CC(=O)N1C(C)c2ccccc2C(C)(C)CC12CCCCC2 (centres undefined)

Compound,1,2,3,4,5,6,7,8
IL-2 act,-0.3,-2.9,1.0,-0.8,0.1,-2.5,-1.2,-0.8
EPAC1 agonist,-11%,4%,-11%,0%,8%,-6%,3%,0%
PLK1 PBD block,-4%,-9%,-5%,-5%,-4%,-25%,-8%,3%
PI5P4Ka inh,4,8,-2,13,2,-7,-2,10
EPAC1 antag,-15%,-21%,-30%,-18%,-7%,-3%,5%,18%
Abeta rescue,-7%,5%,5%,2%,5%,6%,10%,-20%
FUS yeast rescue,-1%,27%,-3%,9%,-23%,-19%,-6%,?
WRN helicase inh,3%,-6%,-8%,-1%,5%,-5%,1%,-20%

9) C=CCOC(=O)C1=C(C)NC(=O)NC1c1ccc(OC(=O)c2ccco2)c(OC)c1 (centres undefined)
10) O=C(/C=C/c1ccccc1)c1ccoc1
11) CCN(CC)S(=O)(=O)c1ccc(N2CCOCC2)c(NC(=O)CSCc2c(C)noc2C)c1
12) CN1C(=O)/C(=C\c2ccc(N(C)C)cc2)OC1=S
13) O=C(Nc1ccc(Cl)c([N+](=O)[O-])c1)c1ccncc1
14) O=C1C(c2ccnc3ccccc23)=C(O)c2ccccc21
15) O=[N+]([O-])c1ccc(S(=O)(=O)NN=Cc2ccc(Cl)c(Cl)c2)cc1
16) CC(NC(=O)COC(=O)CCC(=O)c1ccc(F)cc1)c1ccccc1 (centres undefined)

Compound,9,10,11,12,13,14,15,16
IL-2 act,0.9,1.2,2.5,?,0.1,2.3,0.2,-0.1
EPAC1 agonist,6%,13%,-1%,89µM*,-4%,-3%,-8%,-4%
PLK1 PBD block,-1%,-10%,-1%,-10%,-15%,5%,11µM*,-12%
PI5P4Ka inh,-2,4,4,-27,-7,5,0,-2
EPAC1 antag,-5%,0%,12%,23%,-6%,3%,-5%,-9%
Abeta rescue,-8%,-32%[inhibitor],-9%,-14%,6%,-14%,?,-3%
FUS yeast rescue,6%,4%,22%,2%,/,19%,2%,5%
WRN helicase inh,15%,-10%,1%,-23%,-28%,-8%,-21%,-2%

# An excerpt of these results, as tab-separated lines:
no.	SMILES	IL-2 act	EPAC1 agonist	PLK1 PBD block	PI5P4Ka inh	EPAC1 antag	Abeta rescue	FUS yeast rescue	WRN helicase inh
10	O=C(/C=C/c1ccccc1)c1ccoc1	1.2	13%	-10%	4	0%	-32%[inhibitor]	4%	-10%
1	CSc1nc(N)nc2c1ncn2CC(=O)NCC1CCCO1 (centres undefined)	-0.3	-11%	-4%	4	-15%	-7%	-1%	3%
15	O=[N+]([O-])c1ccc(S(=O)(=O)NN=Cc2ccc(Cl)c(Cl)c2)cc1	0.2	-8%	11µM*	0	-5%	?	2%	-21%
7	CCn1c2ccccc2c2cc(NC(=O)CSc3nnc(-c4ccc(OC)c(OC)c4)n3N)ccc21	-1.2	3%	-8%	-2	5%	10%	-6%	1%
14	O=C1C(c2ccnc3ccccc23)=C(O)c2ccccc21	2.3	-3%	5%	5	3%	-14%	19%	-8%
2	Cc1cccc(Oc2nc(CN3CCOCC3)nc3sc4c(c23)CCCC4)c1	-2.9	4%	-9%	8	-21%	5%	27%	-6%

# (more compounds)
17) CC(=O)Nc1nc2ccccc2n1Cc1ccc(Cl)cc1
18) CCOC(=O)[C@]12CCCC=C1N(Cc1ccc3c(c1)OCO3)C(=O)[C@H](CC(=O)NCc1cccc(C(F)(F)F)c1)C2
19) CC1NC(C)c2c(ccc3ccccc23)O1 (centres undefined)
20) CSc1nc(NC(C)C)nc(N2CCOCC2)n1
21) CC1(C)OC(C(O)(c2ccccc2)c2ccccc2)[C@@H](C(O)(c2ccccc2)c2ccccc2)O1 (some centres undefined)
22) c1ccc(C2Nc3ccccc3Oc3ccccc32)cc1 (centres undefined)
23) COC(=O)CSc1nc2cc(OC)ccc2cc1C#N
24) CN(C)c1ccc(C2Nc3ccccc3C(=O)N2NS(C)(=O)=O)cc1 (centres undefined)

Compound,17,18,19,20,21,22,23,24
IL-2 act,0.9,-0.3,-0.9,-0.6,-0.3,-2.0,?,-1.5
EPAC1 agonist,17%,-14%,-11%,15%,7%,20%,6%,6%
PLK1 PBD block,?,3%,?,-12%,7%,-21%,-2%,-10%
PI5P4Ka inh,1,17,0,0,9,12,0,1
EPAC1 antag,9%,12%,?,0%,-4%,-7%,-14%,-14%
Abeta rescue,?,-1%,3%,2%,19%,21%,7%,-7%
FUS yeast rescue,2%,?,33%,-11%,-7%,12%,4%,34%
WRN helicase inh,-8%,-1%,7%,1%,-4%,-9%,-6%,0%[57.1 µM]

25) CSc1cccc(NC(=S)N2CCCN(Cc3ccccc3F)C2)c1
26) CC(=O)Nc1sc2c(c1C(c1ccc(Cl)cc1)N1CCOCC1)CCCC2 (centres undefined)
27) CC(=O)N1CCN(S(=O)(=O)c2ccc(C)cc2)C1C (centres undefined)
28) Cc1cc(NC(=O)CSc2nc(C)c(C)c(=O)[nH]2)no1
29) CCNC(=O)C1CCCN1S(=O)(=O)c1ccc2ccccc2c1 (centres undefined)
30) O=C(CSCCNS(=O)(=O)c1ccccc1)Nc1ccccc1
31) CC(C)(C)NC(=O)C(c1ccc(F)cc1)N(CC1CCCO1)C(=O)c1csnn1 (centres undefined)
32) COc1cc(/C=C(\C(=O)O)c2ccc(S(=O)(=O)N3CCCC3)s2)cc(OC)c1

Compound,25,26,27,28,29,30,31,32
IL-2 act,-0.6,-1.8,-0.7,-0.5,-0.9,3.8,-0.8,-0.9
EPAC1 agonist,0%,5%,?,-5%,-5%,2%,4%,-3%
PLK1 PBD block,-2%,-1%,-1%,-1%,1%,-2%,-11%,-6%
PI5P4Ka inh,-2,4,-2,2,6,2,1,?
EPAC1 antag,7%,9%,-3%,-12%,13%,2%,-26%,12%
Abeta rescue,5%,?,8%,-10%,5%,19%,-2%,20%
FUS yeast rescue,19%,30%,-7%,-10%,9%,5%,1%,2%
WRN helicase inh,10%,-6%,1%,-11%,-4%,-13%,13%,-20%

33) O=C(Cc1ccc(Cl)c(Cl)c1)N/N=C/c1cccnc1
34) Cc1ccc(/C=C/C(=O)N2CCN(c3ccc(F)cc3)CC2)o1
35) CCCCNC(=O)C(NC(=O)c1cccnc1OC)C(=O)c1ccccc1 (centres undefined)
36) CC(=O)N(C)c1ccc(NC(=S)Nc2ccc(C(C)C)cc2)cc1
37) O=C(CSc1n[nH]c(-c2ccccc2Cl)n1)NCc1cccc(C(=O)O)c1
38) CC(C)(C)c1ccc(Oc2cccc(C3CC(=O)C(C4NCCc5ccccc54)C(=O)C3n3cncn3)c2)cc1 (centres undefined)
39) CC(=O)Nc1cccc(NC(=O)c2ccc(S(=O)(=O)NCc3ccco3)cc2)c1
40) O=C(Nc1cc(C(=O)N2CCCC2)ccc1N1CCCC1)C1CC1

Compound,33,34,35,36,37,38,39,40
IL-2 act,-2.0,0.3,-0.5,-1.3,-0.1,-1.5,-0.4,-1.1
EPAC1 agonist,1%,-2%,9%,0%,-1%,-3%,8%,-2%
PLK1 PBD block,2%,-7%,-2%,-16%,2%,-3%,0%,-8%
PI5P4Ka inh,0,2,0,-1,4,-20,3,0
EPAC1 antag,-25%,-14%,-24%,?,14%,-21%,0%,3%
Abeta rescue,-13%,-17%,3%,2%,6%,6%,-2%,4%
FUS yeast rescue,-6%,/,13%,-26%,17%,?,-27%,25%
WRN helicase inh,-7%,-2%,1%,-10%,-1%,-12%,3%,7%

# Ordered by the number under IL-2 act (largest number first): 3 of the compounds above.
entry	SMILES	IL-2 act	PLK1 PBD block	PI5P4Ka inh	EPAC1 antag	WRN helicase inh
1	CSc1nc(N)nc2c1ncn2CC(=O)NCC1CCCO1 (centres undefined)	-0.3	-4%	4	-15%	3%
29	CCNC(=O)C1CCCN1S(=O)(=O)c1ccc2ccccc2c1 (centres undefined)	-0.9	1%	6	13%	-4%
38	CC(C)(C)c1ccc(Oc2cccc(C3CC(=O)C(C4NCCc5ccccc54)C(=O)C3n3cncn3)c2)cc1 (centres undefined)	-1.5	-3%	-20	-21%	-12%

# Excerpt, entries 1 to 2
1) CSc1nc(N)nc2c1ncn2CC(=O)NCC1CCCO1 (centres undefined)
2) Cc1cccc(Oc2nc(CN3CCOCC3)nc3sc4c(c23)CCCC4)c1

Compound,1,2
IL-2 act,-0.3,-2.9
EPAC1 agonist,-11%,4%
PLK1 PBD block,-4%,-9%
PI5P4Ka inh,4,8
EPAC1 antag,-15%,-21%
Abeta rescue,-7%,5%
FUS yeast rescue,-1%,27%
WRN helicase inh,3%,-6%

# Carrying on.
41) O=C(Cn1c(-c2ccccn2)nc2ccccc21)N/N=C/c1ccccn1
42) CC(C)CCN1CCC(CN2C(=O)C(=O)NC[C@@H]2CC(C)C)CC1
43) O=c1[nH]c(/C(Cl)=C/c2cccc(F)c2)nc2cc(C(F)(F)F)ccc12
44) CCOC(=O)[C@]12CCCC=C1N(CCc1ccc(OC)c(OC)c1)C(=O)[C@H](CC(=O)NCc1ccc(C)o1)C2
45) COc1cc(OC)cc(-c2c(-c3cccs3)c3cc(-c4cnc(N)nc4)ccc3n2C)c1
46) O=C(NCCc1ccccn1)c1cc2ccccc2o1
47) CCCCCN(C(=O)NC(=O)Nc1ccccc1OC)S(C)(=O)=O
48) O=C(NC1CC1)C1CCN(c2ccc(S(=O)(=O)N3CCOCC3)cc2Cl)CC1

Compound,41,42,43,44,45,46,47,48
IL-2 act,-0.7,1.4,-0.1,0.4,-3.7,0.8,-0.2,-0.6
EPAC1 agonist,8%,-1%,9%,-13%,-23%,0%,2%,-1%
PLK1 PBD block,-10%,-9%,0%,-4%,1%,-2%,-4%,3%
PI5P4Ka inh,5,?,-2,-16,0,6,/,/
EPAC1 antag,-3%,17%,-5%,-9%,-1%,-18%,5%,-4%
Abeta rescue,2%,-19%,-9%,-1%,0%,-3%,1%,-10%
FUS yeast rescue,6%,-24%,-12%,29%,33%,-8%,11%,0%
WRN helicase inh,-10%,4%,-1%,3%,-5%,-26%,1%,-1%

# Screens deposited in PubChem BioAssay by National Center for Advancing Translational Sciences (NCATS).
